High-throughput results (PubChem)
MITF primary – MITF inhibitors, primary screen, biochemical, AlphaScreen, human; Microphthalmia-associated transcription factor (Homo sapiens), O75030; AlphaScreen MITF homodimerization, bead proximity signal; inhibition, % at 2.6 µM; 650,000 tested, 0.91% active; in the data active = inhibition above about 50%;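 also: 0% = vehicle wells with protein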
GPR151 activ – activators of human GPR151, primary screen, cell-based, PathHunter beta-arrestin, luminescence. G-protein coupled receptor 151 (Homo sapiens), Q8TDV0. PathHunter beta-arrestin GPR151 cells. activation, % at 11.2 µM. 650,000 tested, 1% active; in the data active = activation above about 4.9%;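 also: 0% = median of compound wells and 100% = cells with positive control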
TEAD-YAP inh – TEAD-YAP interaction inhibition, primary screen, TEAD-YAP interaction inhibitor project, luminescence, HEK-TIYL cells; 640,000 tested, 1.4% active; inhibition, % at 9.12 µM; TEAD-Gal4/YAP UAS-luciferase luminescence; in the data active = inhibition above about 32%;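 also: 0% = median of test compound wells and 100% = reference inhibitor wells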
FBW7 activator – FBW7 E3 ligase activators, primary screen, biochemical, AlphaScreen, human | F-box/WD repeat-containing protein 7 (Homo sapiens), Q969H0 | AlphaScreen FBW7–phospho-cyclin E peptide binding, activator screen | normalized activity (activation), % at 26.1 µM | 650,000 tested, 0.13% active | AID 1259310, 2017; in the data active = normalized activity above about 1.9%;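 also: purified mutant Fbw7 with reduced substrate affinity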
Target sequence (Q969H0 whole entry, looked up): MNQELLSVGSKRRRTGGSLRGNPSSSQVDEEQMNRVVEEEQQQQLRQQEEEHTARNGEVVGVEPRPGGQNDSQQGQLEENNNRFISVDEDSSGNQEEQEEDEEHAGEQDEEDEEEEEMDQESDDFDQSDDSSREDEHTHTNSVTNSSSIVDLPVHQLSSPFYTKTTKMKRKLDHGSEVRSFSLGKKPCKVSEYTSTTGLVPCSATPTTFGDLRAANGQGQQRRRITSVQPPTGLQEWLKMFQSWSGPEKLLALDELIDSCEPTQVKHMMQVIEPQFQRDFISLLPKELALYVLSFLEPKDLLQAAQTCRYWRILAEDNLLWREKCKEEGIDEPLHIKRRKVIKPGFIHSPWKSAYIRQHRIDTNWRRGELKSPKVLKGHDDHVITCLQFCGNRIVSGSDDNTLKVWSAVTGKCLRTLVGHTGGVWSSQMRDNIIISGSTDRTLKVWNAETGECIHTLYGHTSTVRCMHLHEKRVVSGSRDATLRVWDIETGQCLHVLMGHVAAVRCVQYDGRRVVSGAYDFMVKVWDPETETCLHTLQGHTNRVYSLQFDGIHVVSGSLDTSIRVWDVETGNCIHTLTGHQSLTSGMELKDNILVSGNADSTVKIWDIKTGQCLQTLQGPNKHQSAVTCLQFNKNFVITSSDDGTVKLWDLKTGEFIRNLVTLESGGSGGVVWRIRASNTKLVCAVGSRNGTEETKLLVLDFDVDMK
Starred values were filed as active, the others as inactive; & = joins results of further samples.

SMILES,FBW7 activator,GPR151 activ,TEAD-YAP inh,MITF primary
Cc1cccc(C(=O)Nc2c3c(nn2-c2cccc(Cl)c2)CS(=O)(=O)C3)c1,0.1,2.6,5,-12
CN1CCN(C(=O)c2ccc(NCCc3ccc(Cl)cc3)c(S(=O)(=O)Nc3cccc(C(F)(F)F)c3)c2)CC1,0.1,0.6,6,4
CCn1c(CNC(=O)c2ccccc2F)nnc1SCC(=O)Nc1cc(C)ccc1C,-0.1,0.3,9,8
CCOC(=O)C1(Cc2cccc(F)c2)CCN(Cc2cnc(C)s2)CC1,0.0,1.1,20,12
CC(=O)c1c(OC(=O)c2cccc(Cl)c2)ccc2c(C)cc(=O)oc12,0.0,-1.1,0,-20
CCOc1ccc(Cl)cc1S(=O)(=O)Nc1cccc(SC)c1,0.2,1.3,10,2
COc1ccc(C2CC(C(=O)N3CCCCC3)N(C)S(=O)(=O)N2)cc1 (stereo not given),0.0,2.6,4,-13
CC(C)(C)N1C(=O)c2ccc(C(=O)Nc3cc(Cl)ccc3O)cc2C1=O,0.3,-1.0,-21,19

Molecules above containing a carbonyl joined to an NH by a bond outside any ring:
SMILES,FBW7 activator,GPR151 activ,TEAD-YAP inh,MITF primary
Cc1cccc(C(=O)Nc2c3c(nn2-c2cccc(Cl)c2)CS(=O)(=O)C3)c1,0.1,2.6,5,-12
CCn1c(CNC(=O)c2ccccc2F)nnc1SCC(=O)Nc1cc(C)ccc1C,-0.1,0.3,9,8
CC(C)(C)N1C(=O)c2ccc(C(=O)Nc3cc(Cl)ccc3O)cc2C1=O,0.3,-1.0,-21,19

The main list resumes; the 2 compounds before the break are reprinted first.
SMILES,FBW7 activator,GPR151 activ,TEAD-YAP inh,MITF primary
COc1ccc(C2CC(C(=O)N3CCCCC3)N(C)S(=O)(=O)N2)cc1 (stereo not given),0.0,2.6,4,-13
CC(C)(C)N1C(=O)c2ccc(C(=O)Nc3cc(Cl)ccc3O)cc2C1=O,0.3,-1.0,-21,19
Cc1cc(C)nc(SCc2cc(=O)c(OC(=O)c3ccc(Br)o3)co2)n1,-0.1,0.1,-15,-4
CC(C)c1nc(NCCCO)c2nnn(Cc3ccccc3)c2n1,0.3,0.9,-27,-4
Cc1cc(Br)cc(C)c1NC(=O)c1ccc(C(C)(C)C)cc1,-0.1,0.0,-7,-5
COc1ccc(OC)c(NC(=O)c2cc(S(=O)(=O)N3CC(C)CC(C)C3)ccc2F)c1 (stereo not given),0.2,0.4,0,17
COc1cc(/C=C2/C(=O)NN(c3ccccc3)C2=O)ccc1O,0.0,0.9,9,24
O=C(CCl)Nc1ccc(Cc2ccc(NC(=O)CCl)cc2)cc1,-0.2,-0.3,4,6
COC(=O)c1cccc(NC(=O)/C=C/c2ccco2)c1C,-0.1,-0.7,-62,-4
COc1ccc(CC2(CCC(=O)N3CCCC3c3ccccc3OC)CCC(=O)N2)cc1 (stereo not given),1.0,3.1,-2,19
CC(C)CNc1ccc(C(=O)O)cc1[N+](=O)[O-],0.1,-2.2,-2,10
COCCCNC(=O)CCSc1ccc(Cl)cc1,-0.1,-0.5,1,18
CCOC(=O)c1c(Cl)nc(Cl)c(Cl)c1Nc1ccc(OC)cc1,0.0,1.4,47*,0
CC(/C=C/c1ccccc1)=N/Nc1ccccc1[N+](=O)[O-],-0.3,0.7,6,2
O=C(CC1(O)C(=O)N(Cc2cccc3ccccc23)c2ccccc21)c1ccncc1 (stereo not given),-0.2,2.8,-1,7
CCCNC(=O)C1CCCN(S(=O)(=O)c2ccc3c(c2)C(C)(C)C(=O)N3C)C1 (stereo not given),0.7,4.9,-4,5
CN1C(N)=NC(=O)/C1=C/c1ccc2c(c1)OCO2,0.1,-0.2,-1,-8
COc1ccc(CN2CCN(S(=O)(=O)c3cc(C)ccc3C)CC2)c(OC)c1OC,-0.1,-0.6,-13,0
CC(=O)Nc1cnn(-c2ccc(C(=O)N3CCc4sccc4C3)cc2)c1,-0.1,-0.7,-2,-11
C=CCN1C(=O)/C(=C/c2cc(Cl)c(OCC(=O)O)c(OCC)c2)C(=O)NC1=S,-0.5,-2.6,-9,23
COc1ccccc1-n1nnnc1SCCSc1nnnn1-c1ccccc1OC,0.1,0.5,10,4
CCN1C(=O)/C(=c2\sc3nc(-c4cccc(Cl)c4)nn3c2=O)c2ccccc21,0.2,-0.5,0,19
CCCCNS(=O)(=O)c1ccc(NC(=O)C(CC)c2ccccc2)cc1 (stereo not given),0.5,-1.1,13,26
CCC(C)C(NC(=O)C1CCC(=O)N1C(=O)OCc1ccccc1)C(=O)NC(C(=O)N1CCCC1C(N)=O)C(C)C (stereo not given),0.0,0.0,4,-5
CC(=O)N1CCC[C@H]1C(=O)NCC1CC(Cc2cccc(F)c2)=NO1 (stereo not given in full),0.1,0.1,11,11
CN(C)S(=O)(=O)N1CCC(Oc2ccc(C(=O)N3CCCCO3)cc2)CC1,0.3,-1.7,-16,7
C=CCNC(=O)c1ccccc1NC(=O)CN(c1cc(C)ccc1OC)S(C)(=O)=O,0.1,0.7,-2,14
Cc1c(Cl)c([N+](=O)[O-])nn1CC(=O)N1CCOCC1,-0.1,0.4,5,-6
CC(=O)OCC(=O)Nc1ccc(F)c([N+](=O)[O-])c1,0.0,1.1,-1,-3
COc1cccc(NC(=O)c2oc3c(c2C)-c2[nH]ncc2CC3)c1,0.1,-2.6,-42,4
CCCCCc1ccc(-c2ccc(C(=O)Oc3ccc(OCCC)cc3)cc2)nc1,-0.1,0.4,17,-9
COc1ccc(Nc2cc(C(=O)NCc3ccco3)c3ccccc3n2)c(OC)c1,0.0,0.7,11,-2
Cc1ccccc1C(=O)NN1CCOCC1,0.4,1.1,-5,14
CCC(=O)Nc1ccc(NC(=O)CSc2nnc(-c3ccncc3)n2C)cc1,0.1,-0.9,-2,11
CN(C)C(=S)NC(=O)C12CC3(C)CC(C)(CC(C)(C3)C1)C2,0.0,0.3,3,8
Cc1cc(Br)ccc1NC(=O)C(=O)NCc1ccccn1,0.0,0.6,-7,-7
Cc1ccc(NC(=O)C(=O)/C=C(\O)c2ccccc2)c(C)c1,0.4,-0.8,-38,35
Cc1cccc(-c2noc(CN(C(=O)CN3C(=O)c4ccccc4C3=O)C(C)C)n2)c1,0.8,2.3,6,7
Cc1ccc(-n2nc(CC#N)c(C#N)c2N)cc1Cl,-0.1,0.5,-11,2
Cc1ccnc(SCc2cc(=O)c(OC(=O)c3cccc(Br)c3)co2)n1,-0.1,-0.6,4,0
COC(=O)c1c(NC(=O)CCCOc2ccc(C)cc2)sc2c1CCC(C)C2 (stereo not given),-0.1,-1.1,-7,4
O=C(/C=C/c1cccc([N+](=O)[O-])c1)NCCSc1ccccc1,-0.5,0.4,-17,4
Cc1ccc(NC(=O)CCSCCc2ccccn2)nc1,-0.1,-0.3,-4,-3
O=C(N/N=C\c1cn(Cc2ccccc2)c2ccccc12)c1ccncc1,0.7,-0.6,22,11
COc1ccccc1-c1nnc(SCC(=O)Nc2ccc(F)c([N+](=O)[O-])c2)n1N,-0.1,0.9,9,3
CCSc1nnc(NC(=O)c2cccc(Cl)c2)s1,-0.1,-0.6,-32,6
COC(=O)C1CCCCN1Cc1ccc2c(c1)CN(C(=O)Cc1cscn1)CCO2 (stereo not given),1.3,1.3,10,20
COc1ccc(C(=O)Nc2cccc(NC(=O)c3ccco3)c2)cc1OC,-0.1,0.7,4,5
CCCCn1c(=S)[nH]c2cc(OC)c(OC)cc2c1=O,-0.4,0.1,7,-8
Cn1c(=O)c2c(nc3n(CC(O)c4ccccc4)c(-c4ccccc4)cn23)n(C)c1=O (stereo not given),0.2,2.0,29,16

Single entries from the results shown.
Cc1ccc(NC(=O)CCSCCc2ccccn2)nc1 | FBW7 activator = -0.1
O=C(N/N=C\c1cn(Cc2ccccc2)c2ccccc12)c1ccncc1 | MITF primary = 11
COc1ccc(C(=O)Nc2cccc(NC(=O)c3ccco3)c2)cc1OC | MITF primary = 5
CCCCn1c(=S)[nH]c2cc(OC)c(OC)cc2c1=O | MITF primary = -8
COc1ccccc1-c1nnc(SCC(=O)Nc2ccc(F)c([N+](=O)[O-])c2)n1N | FBW7 activator = -0.1

Other results:
SMILES,FBW7 activator,GPR151 activ,TEAD-YAP inh,MITF primary
COc1cc2c(cc1OC)C(Nc1ccc(Cl)c(Cl)c1)=NC(C)(C)C2,0.0,0.3,0,18
C=CC[N+](C)(C)CCN1C(=O)C2C(c3ccccc3)C=CC(c3ccccc3)C2C1=O (stereo not given),-0.2,0.8,14,0
COCCNCCOCCOc1ccc(C(C)(C)C)cc1C,0.0,-1.7,-5,26
CN(C)c1ccc(/C=N/NC(=O)CNC(=O)c2ccccn2)cc1,0.0,-1.7,4,7
CC1CN(/C(=N/S(=O)(=O)c2ccc(F)cc2)c2ccccc2)CC(C)O1 (stereo not given),0.0,0.4,-6,15
Nc1ccc(C(=O)NCC(=O)O)cc1,0.0&-0.1,-0.7&2.2,2,-11&17
C=CCc1cccc2cc(C(=O)Nc3ccccc3OC)c(=O)oc12,0.0,1.5,2,12
COc1ccc(-c2nc(Nc3ccc(NC(C)=O)cc3)c3ncn(C4CCCCC4)c3n2)cc1,0.4,0.3,-11,15
OCCC1CN(Cc2c(O)ccc3ccccc23)CCN1CCc1ccccc1 (stereo not given),0.0,1.3,-4,11
Cc1cc(CN(C)C(=O)c2cccc(OC3CCN(CC(C)(C)C)CC3)c2)on1,0.3,0.1,1,17
CCCCn1c(CCC(=O)O)nc2c1c(=O)[nH]c(=O)n2CCC,-0.1,-1.2,-2,-12
N=c1sccn1CC(=O)NCCc1ccc(Cl)cc1,0.2,-1.9,3,11
O=C(Cc1ccccc1)Nc1sc2c(c1C(=O)Nc1ccccc1)CCCCC2,0.2,-0.2,3,6
Cc1[nH]c2ccc(C(=O)OCCN(C)C)cc2c1C,-0.2,0.0,-9,33
CCCCOc1ccc(C(=O)O)cc1OC,0.2,-0.8,-1,9
COc1ccc(-c2cc(C(=O)OCC(=O)/C(C#N)=C(\C)N)c3ccccc3n2)cc1,0.1,2.0,-2,8
CCCc1cc2c(=O)c(-c3cn(C(C)=O)cn3)coc2cc1OC(C)=O,-0.5,-0.8,-31,5
COc1ccc(C(=O)N2CCCCC2)cc1[N+](=O)[O-],-0.1,0.7,18,-24
CC(=O)Nc1ccc(NC(=O)c2ccc(Cl)c([N+](=O)[O-])c2)cc1,0.0,1.4,-11,2
COc1ccc(OC)c(-n2c(C)cc(/C=C3/C(=N)N4OC(C)=CC4=NC3=O)c2C)c1,0.1,-0.5,48*,13
CCOc1ccc(S(=O)(=O)NCc2ccncc2)c2ccccc12,0.2,-0.4,28,19
COc1ccc(N=C(c2cc([N+](=O)[O-])cc([N+](=O)[O-])c2)n2ccnc2)cc1,0.7&-0.1,0.7&-0.6,2&4,14&-1
CCOC(=O)c1c(NC(=O)c2cc(-c3cccs3)on2)sc(C)c1C,2.8*,1.4,-2,-8
COc1cccc(C(=O)/C=C/Nc2ccc(F)cc2F)c1,0.2,-4.2,71*,9
CC1CCN(S(=O)(=O)c2cccc(C(=O)N(C)C3CCS(=O)(=O)C3)c2)CC1 (stereo not given),-0.1,-0.9,4,-7
N#CC1CC(c2ccccc2)=NN1c1ccc([N+](=O)[O-])cc1 (stereo not given),0.1,-0.8,7,-4
COc1cccc2cc(C(=O)Nc3sc(C)c(-c4ccccc4)c3C(N)=O)c(=O)oc12,0.1,-2.0,-6,5
COC(=O)C1OC2(CCCCC2)OC1C(=O)OC (stereo not given),0.0,0.0,-4,12
c1ccc(Cc2nc(Nc3ccc4c(c3)OCCO4)c3c4c(sc3n2)CCCC4)cc1,0.1,-0.8,-1,8
CCOc1ccccc1N1C(=O)C2C(C1=O)C1C=CC2C12CC2 (stereo not given),0.1,-0.5,2,10
CCCCN(C(C)=O)c1nnc(-c2ccccc2C)s1,0.1,-0.6,-34,-18
CCCN1C(=O)C(O)(c2c[nH]c3ccccc23)c2cc(Cl)ccc21 (stereo not given),0.0,1.1,7,-5
O=C(COC(=O)[C@@H]1CCCN1S(=O)(=O)c1ccccc1F)c1ccccc1,0.1,1.8,-9,19
COc1cc2ccccc2cc1C(=O)Nc1ccc2oc(-c3ccc(F)cc3)nc2c1,0.0,0.2,-12,-2
N#Cc1nc(-c2ccc(F)cc2)oc1NCC1CCCO1 (stereo not given),-0.1,-0.1,-17,1
COc1ccc2cc3c(N)c(C(=O)Nc4c(C)[nH]c(=O)[nH]c4=O)sc3nc2c1,0.0,0.4,0,3
COCC(C)NC(=O)CSc1nnc(Nc2cccc(C)c2C)s1 (stereo not given),0.0,1.0,8,-6
COc1ccc(-n2nc(C(=O)Nc3ccc(C)c(F)c3)c3ccccc3c2=O)cc1,0.0,1.0,1,7
CC[C@@H](Cn1ncc2ccccc2c1=O)NC(=O)CCn1ncc2ccccc21,0.1,0.2,8,-7
Nn1cc(-c2ccccc2)nc1SCC(=O)NC12CC3CC(CC(C3)C1)C2,0.1,-1.4,-6,19
O=C(COc1c(CO)cc(F)cc1CO)Nc1ccc(SC(F)F)cc1,0.1,2.9,-29,-3
CC1(C)C2CCC1(CS(=O)(=O)NCCCN1CCCC1=O)C(=O)C2 (stereo not given),-0.1,-0.2,-5,13
